High-throughput results from PubChem.
SUMO1 PPI mod = modulators of SUMO1 protein-protein interactions, primary screen, biochemical, uHTS; actives 0.33% (n = 360,000); AID 602429, 2012; inhibition, % at 20 µM; SUMO1 binding to a labelled peptide, TR-FRET, 1 h; Small ubiquitin-related modifier 1 (Homo sapiens), P63165; in the data active = inhibition above about 37%
LMPTP block = LMPTP phosphatase inhibitors, primary screen, biochemical, fluorescence intensity, uHTS; recombinant LMPTP-A, OMFP fluorogenic substrate; Low molecular weight phosphotyrosine protein phosphatase (Homo sapiens), P24666; actives 0.22% (n = 360,000); AID 651560, 2012; inhibition, % at 20 µM;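 active = compounds that cut the enzyme signal by at least half of the control window in the single-dose screen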;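 note: plate controls were DMSO wells with enzyme plus substrate for no effect and substrate without enzyme for full effect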
Target sequence (P24666 whole entry, looked up): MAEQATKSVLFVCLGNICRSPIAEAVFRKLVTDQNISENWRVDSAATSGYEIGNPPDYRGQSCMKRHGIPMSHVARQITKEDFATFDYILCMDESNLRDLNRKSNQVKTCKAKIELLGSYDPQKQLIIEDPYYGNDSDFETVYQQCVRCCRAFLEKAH
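Test system – LMPTP-A enzyme · Amount – LMPTP-A at 0.625 nM final in the reaction · Buffer or medium – Bis-Tris pH 6.0, DTT, detergent · Reagent – OMFP 400 µM · Doses – single 20 µM dose · Schedule – reaction 50 min, room temperature, dark · Detection – fluorescence intensity of OMFP turnover product · Evaluation – percent inhibition versus substrate-only and uninhibited controls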
STEP inh = STEP phosphatase inhibitors, primary screen, biochemical, fluorescence intensity, uHTS. recombinant STEP, OMFP fluorogenic substrate. AID 588621, 2011. inhibition, % at 20 µM. actives 0.25% (n = 360,000). Tyrosine-protein phosphatase non-receptor type 5 (Homo sapiens), P54829;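 active = inhibition at 20 µM, scaled per plate between control wells, above about 37%, limit read from the data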;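 note: 0% = DMSO with enzyme and substrate and 100% = substrate only without enzyme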
Target sequence (P54829 whole entry, looked up): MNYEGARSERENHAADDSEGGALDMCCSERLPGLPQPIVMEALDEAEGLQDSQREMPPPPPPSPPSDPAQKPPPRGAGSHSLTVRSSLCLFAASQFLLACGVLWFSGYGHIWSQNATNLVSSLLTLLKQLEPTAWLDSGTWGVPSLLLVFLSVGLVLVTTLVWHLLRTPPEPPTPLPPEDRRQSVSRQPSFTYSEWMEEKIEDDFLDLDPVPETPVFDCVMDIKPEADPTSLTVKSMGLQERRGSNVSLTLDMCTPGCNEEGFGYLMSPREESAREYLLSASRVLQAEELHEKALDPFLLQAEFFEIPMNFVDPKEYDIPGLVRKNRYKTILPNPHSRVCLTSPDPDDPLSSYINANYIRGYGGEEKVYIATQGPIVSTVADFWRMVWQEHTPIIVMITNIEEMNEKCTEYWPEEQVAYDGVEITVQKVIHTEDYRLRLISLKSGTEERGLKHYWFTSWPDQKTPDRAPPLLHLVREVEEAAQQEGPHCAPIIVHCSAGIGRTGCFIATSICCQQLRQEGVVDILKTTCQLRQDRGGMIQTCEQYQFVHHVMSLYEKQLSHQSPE
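Material: STEP (striatal-enriched tyrosine phosphatase) enzyme, cell-free; Compound dosing: 20 µM single dose in 1% DMSO; Technique: fluorescence read at 480 nm ex / 540 nm em; Times: reaction 20 min, ambient temperature; Medium: 50 mM Bis-Tris pH 6.0 with 2.5 mM DTT and 0.005% Tween 20; Also added: OMFP at 25 µM.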
Rin1 Abl inh = inhibitors of Rin1-Abl protein binding, primary screen, biochemical, TR-FRET; Tyrosine-protein kinase ABL1 (Homo sapiens) + Ras and Rab interactor 1 (Homo sapiens), …; inhibition, % at 7.35 µM; actives 0.4% (n = 360,000); AID 588664, 2011; in the data active = inhibition above about 5%, passing the limit was not always enough
DNMT1 block = human DNMT1 methyltransferase inhibitors, primary screen, biochemical, molecular beacon, fluorescence, HinP1I cleavage, uHTS | DNA (cytosine-5)-methyltransferase 1 (Homo sapiens), P26358 | inhibition (reported as % activation of signal), % at 10 µM | actives 0.83% (n = 360,000) | AID 588458, 2011; in the data active = inhibition above about 50%
Neddyl block = inhibitors of cullin neddylation, primary screen, biochemical, TR-FRET, uHTS, NAE and Ubc12; NEDD8-conjugating enzyme Ubc12 (Homo sapiens) + NEDD8-activating enzyme E1 regulatory …; calls only at 25 µM; actives 0.58% (n = 360,000); AID 651699, 2012; in the data active = inhibition above about 36%
CSN inh = inhibitors of CSN-mediated cullin deneddylation, primary screen, biochemical, fluorescence polarization, uHTS; Purified CSN, SCF-Nedd8-OG deneddylation; inhibition, % at 12.5 µM; actives 0.38% (n = 360,000); AID 651999, 2013;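 active = pattern-corrected inhibition above about 35%, with an unprinted fluorescence ratio check between 0.5 and 1.5, limit read from the data, passing the limit was not always enough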;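 note: 0% = enzyme with substrate and 100% = substrate without enzyme; some results filed as inactive read as strong as hits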
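Assay system: purified human Csn5 enzyme expressed in HEK293T cells; measure: % inhibition; also added: SCFSkp2-Nedd8OG substrate at 10 nM final; technique: fluorescence polarization; times: reaction 90 min, room temperature; medium: Tris buffer pH 7.5, NaCl, DTT, Tween-20, trehalose, ovalbumin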
Scp-1 inhibitor = Scp-1 phosphatase inhibitors, primary screen, biochemical, colorimetric, uHTS; Carboxy-terminal domain RNA polymerase II polypeptide A small phosphatase 1 (Homo …; Recombinant Scp1, phosphopeptide, malachite green phosphate absorbance; inhibition, % at 20 µM; actives 0.88% (n = 340,000);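 active = inhibition above about 50% at 20 µM, limit read from the data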;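 note: plate controls were DMSO wells with enzyme for no effect and wells lacking enzyme for full effect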
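Material – SCP-1 phosphatase catalytic domain, residues 76-261 · Buffer or medium – Acidic Tris acetate buffer with magnesium and detergent · Also added – Phospho 17-mer peptide substrate · Compound – single 20 µM dose, 1% DMSO · Times – 45 min room-temperature reaction, 5 min colour, 30 min stabiliser · Technique – Phosphate-binding colour reagent, absorbance read at 630 nm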
Rpn11 block = Rpn11 (PSMD14) deubiquitinase inhibitors, primary screen, biochemical, fluorescence polarization, uHTS | 26S proteasome non-ATPase regulatory subunit 14 (Homo sapiens), O00487 | human 26S proteasome, Ub4-pepOG fluorescence polarization; 20S core pre-blocked with epoxomicin | calls only at 20 µM | actives 0.59% (n = 360,000) | AID 588493, 2011;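 active = inhibition at 20 µM, scaled to each plate's controls, above about 33%, limit read from the data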
Target sequence (O00487 whole entry, looked up): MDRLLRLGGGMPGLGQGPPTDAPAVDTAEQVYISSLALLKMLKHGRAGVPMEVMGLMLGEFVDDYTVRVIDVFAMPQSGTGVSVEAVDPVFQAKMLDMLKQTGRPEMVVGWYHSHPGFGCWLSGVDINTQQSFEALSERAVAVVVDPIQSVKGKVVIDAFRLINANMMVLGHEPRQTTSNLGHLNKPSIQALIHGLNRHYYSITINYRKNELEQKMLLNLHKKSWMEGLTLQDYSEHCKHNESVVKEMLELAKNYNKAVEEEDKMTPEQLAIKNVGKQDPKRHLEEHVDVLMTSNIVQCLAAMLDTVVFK
NadD block = inhibitors of S. aureus NadD, primary screen, biochemical, colorimetric, uHTS. AID 602399, 2012. actives 0.78% (n = 360,000). purified NadD enzyme, colorimetric absorbance read-out. inhibition, % at 20 µM. Nicotinate-nucleotide adenylyltransferase NadD (Staphylococcus aureus N315); in the data active = inhibition above about 26%; note: some compounds past the cut are filed as inactive
Active calls of the source: *; i = inactive; nt = no result given; + = active, no number.

1) CCOC(=O)c1ccc(N2C(=O)CC(N3CCN(C(=O)c4ccco4)CC3)C2=O)cc1 (configuration not stated)
2) C/C(CC(=O)NCc1ccccc1Cl)=N/NC(=O)c1ccccn1
3) O=C(/C=C/c1ccc(F)cc1)NCCCN1CCN(CCCNC(=O)/C=C/c2ccc(F)cc2)CC1
4) O=C(Nc1cc(S(=O)(=O)N2CCOCC2)ccc1N1CCOCC1)c1cc(=O)[nH]c2ccccc12
5) CCCNC1=C(C)C(=O)CC1
6) CCOc1ccc(N(CC(=O)Nc2ccccc2C(=O)NCc2ccco2)S(C)(=O)=O)cc1
7) COc1cc(-c2cc(C(=O)NCCc3ccc(S(N)(=O)=O)cc3)c3ccccc3n2)cc(OC)c1OC
8) COC(=O)[C@]12CCCCC=C1N(Cc1ccc3c(c1)OCO3)C(=O)[C@H](CC(=O)NCCC(C)C)C2
Screen / compound no. | 1 | 2 | 3 | 4 | 5 | 6 | 7 | 8
SUMO1 PPI mod | -1 | 4 | 0 | 3 | -3 | -3 | -14 | -3
LMPTP block | -1.3 | 1.1 | -1.7 | 0.1 | -1.4 | -0.1 | 0.6 | -0.5
STEP inh | -3 | -1 | 3 | 3 | -1 | 2 | -5 | nt
Rin1 Abl inh | 5 | -2 | 2 | -1 | 1 | -3 | -4 | nt
DNMT1 block | -1 | 3 | -8 | -4 | -1 | -2 | -3 | nt
Neddyl block | i | i | i | i | i | i | i | i
CSN inh | -4 | -3 | -6 | 1 | -2 | -3 | 3 | 5
Scp-1 inhibitor | -10 | 4 | -7 | -8 | 3 | -11 | 11 | nt
Rpn11 block | i | i | i | i | i | i | i | nt
NadD block | 0 | 2 | -1 | 4 | 2 | 2 | 2 | nt

9) Cc1ccc(-n2c(C)cc(C(=S)N3CCOCC3)c2C)cc1C
10) O=S(=O)(Nc1ccccc1F)c1ccc2nsnc2c1
11) CCN(CC)C1=CC(=[N+]2CCCC2)CC(C)(C)C1
12) CC(C)c1nnc(NC(=O)CCC(=O)N2CCN(c3ccc(Cl)cc3)CC2)s1
13) O=C(CN1c2cccc3cccc(c23)S1(=O)=O)Nc1ccc(F)c(F)c1F
14) C=CCn1c(SCC(=O)Nc2ccc(Br)cc2)nc(O)cc1=O
15) O=C1N[C@@H](c2ccccc2)COC(=O)[C@H](Cc2ccc(F)cc2)C/C=C\C[C@H]1CC(=O)N(CCO)Cc1ccccc1
16) CCN(CC)CCNc1nc2c(c(=O)n(C)c(=O)n2C)n1C/C=C(/C)Cl
Screen / compound no. | 9 | 10 | 11 | 12 | 13 | 14 | 15 | 16
SUMO1 PPI mod | 2 | -17 | -2 | -2 | -12 | 2 | 0 | 2
LMPTP block | 1.3 | -1.4 | 0.5 | -0.1 | -0.6 | -0.4 | 0.2 | 2.0
STEP inh | 0 | -5 | -2 | 1 | 2 | 1 | 4 | 1
Rin1 Abl inh | 3 | 1 | 0 | 3 | 1 | -6 | 0 | -1
DNMT1 block | -2 | 1 | 4 | 0 | -12 | -1 | 1 | -6
Neddyl block | i | i | i | i | + | i | i | i
CSN inh | -2 | 0 | -6 | 1 | -4 | 8 | -3 | 0
Scp-1 inhibitor | 7 | -11 | 11 | 5 | -10 | nt | -8 | 0
Rpn11 block | i | i | i | i | i | i | i | i
NadD block | 4 | 8 | 3 | 4 | -2 | 5 | 0 | 2

17) O=C(CN1C(=O)S/C(=C\c2ccccc2)C1=O)NNC(=O)c1ccccc1O
18) NC(Cc1ccc(C(F)(F)F)cc1)c1csc(Nc2nncc3ccccc23)n1 (configuration not stated)
19) Cc1ccc2c(ccc(=S)n2C)c1
20) CCN(CC)C(=O)Cn1cc(S(=O)(=O)CC(=O)Nc2cccc(NC(C)=O)c2)c2ccccc21
21) COc1ccc(CCNCc2ccccc2N2CCCC2)cc1
22) Cc1nc(SCC(=O)NCC(F)(F)F)c2c(-c3cccs3)csc2n1
23) CCC(=O)Nc1cc(-c2nn(C)c(=O)c3ccccc23)ccc1N1CCOCC1
24) O=C(CCNC(=O)c1ccco1)Nc1ccc(OC(F)F)c(Cl)c1
Screen / compound no. | 17 | 18 | 19 | 20 | 21 | 22 | 23 | 24
SUMO1 PPI mod | -11 | -127 | -16 | -1 | -3 | 0 | -6 | 3
LMPTP block | 2.7 | -0.4 | 1.0 | -1.5 | -1.1 | 0.1 | -0.2 | 0.3
STEP inh | 2 | 2 | 6 | -2 | -2 | -2 | 2 | 2
Rin1 Abl inh | -1 | -2 | 1 | -4 | 0 | 0 | -3 | -1
DNMT1 block | 2 | -7 | -1 | -6 | -1 | -6 | 2 | 0
Neddyl block | i | i | i | i | i | i | i | i
CSN inh | 2 | -3 | 0 | 2 | -2 | 2 | 2 | 4
Scp-1 inhibitor | -5 | nt | 3 | nt | -12 | 2 | -4 | -1
Rpn11 block | i | i | i | i | i | i | i | i
NadD block | 13 | 15 | 1 | 0 | -6 | 4 | 0 | -1

25) COCCNC(=O)C(=O)NCC1OCCN1S(=O)(=O)c1cc(F)ccc1F (configuration not stated)
26) Cc1cc(C(C)(C)C)cc(C)c1C(=O)O
27) COc1ccc(NC(=O)c2cc(C3CCCCN3C(=O)CCCc3ccccc3)on2)c(C)c1 (configuration not stated)
28) CC(=O)c1cccc(NC(=O)c2cc(=O)c3ccccc3o2)c1
29) Cc1ccccc1-n1cc(CNC(=O)C2CCC(=O)N(C3CC3)C2)cn1 (configuration not stated)
30) Cc1ccc(SCc2ccc(C(=O)Nc3cccc([N+](=O)[O-])c3)cc2)cc1
31) COc1ccc(C(=O)Nc2sc3c(c2C(=O)O)CC(C)(C)OC3)cc1
32) Cc1ccc(-c2nn(-c3ccccc3)cc2/C=C2\SC(=S)N(CC(=O)O)C2=O)cc1
Screen / compound no. | 25 | 26 | 27 | 28 | 29 | 30 | 31 | 32
SUMO1 PPI mod | 3 | 1 | 2 | -11 | -1 | -3 | 0 | 8
LMPTP block | 0.0 | -1.4 | 2.2 | -1.5 | 0.0 | 1.7 | 1.2 | 3.5
STEP inh | 1 | 0 | 2 | 2 | -1 | 4 | -3 | 14
Rin1 Abl inh | 0 | -5 | 5 | 1 | 4 | 3 | -2 | 0
DNMT1 block | 0 | 1 | -9 | -2 | 0 | 12 | -5 | 7
Neddyl block | i | i | i | i | i | i | + | i
CSN inh | 1 | -4 | -2 | 4 | 3 | -2 | -1 | 2
Scp-1 inhibitor | -4 | -5 | nt | -4 | -5 | 5 | -10 | 49
Rpn11 block | i | i | i | i | i | i | i | i
NadD block | -2 | 2 | -2 | -6 | 1 | 10 | 1 | 41*

Quoted at random: 5 compounds from above
29) Cc1ccccc1-n1cc(CNC(=O)C2CCC(=O)N(C3CC3)C2)cn1 (configuration not stated)
25) COCCNC(=O)C(=O)NCC1OCCN1S(=O)(=O)c1cc(F)ccc1F (configuration not stated)
28) CC(=O)c1cccc(NC(=O)c2cc(=O)c3ccccc3o2)c1
26) Cc1cc(C(C)(C)C)cc(C)c1C(=O)O
32) Cc1ccc(-c2nn(-c3ccccc3)cc2/C=C2\SC(=S)N(CC(=O)O)C2=O)cc1
Screen / compound no. | 29 | 25 | 28 | 26 | 32
SUMO1 PPI mod | -1 | 3 | -11 | 1 | 8
LMPTP block | 0.0 | 0.0 | -1.5 | -1.4 | 3.5
STEP inh | -1 | 1 | 2 | 0 | 14
Rin1 Abl inh | 4 | 0 | 1 | -5 | 0
DNMT1 block | 0 | 0 | -2 | 1 | 7
Neddyl block | i | i | i | i | i
CSN inh | 3 | 1 | 4 | -4 | 2
Scp-1 inhibitor | -5 | -4 | -4 | -5 | 49
Rpn11 block | i | i | i | i | i
NadD block | 1 | -2 | -6 | 2 | 41*

New compounds follow:
33) CCC12CN3CC(CC)(CN(C1)C3c1ccc([N+](=O)[O-])o1)C2=O (configuration not stated)
34) CCOc1ccc(NC(=O)C2Cc3ccccc3CN2S(=O)(=O)CC)cc1 (configuration not stated)
35) Cc1cc(C)cc(C(=O)NCC(=O)OCC(=O)NC2CCCc3ccccc32)c1 (configuration not stated)
36) Cc1ccoc1C(=O)N1CCN(C(=O)c2occc2C)CC1
37) COc1ccc(C2=NN(C(=O)CSc3nnc(C)c(=O)n3N)C(c3ccco3)C2)cc1 (configuration not stated)
38) C[C@@H]1CC=C[C@@H]2[C@H]1C(=O)N(Cc1ccccc1)[C@H]2c1ccccc1Br
39) CCOC(=O)C1(C)C=C(Nc2cccc(OC)c2)C(=O)N1c1ccccc1 (configuration not stated)
40) Cc1cccc2nc(CSc3ccc(Cl)cc3)cn12
41) CCOc1ccc(/C=N\NC(=O)c2c(C)nc3cc(C)ccn23)cc1
42) CCN(C(=O)CSc1nnc(-c2ccccc2C)n1C)c1c(N)n(Cc2ccccc2)c(=O)[nH]c1=O
43) COc1cc(C(=O)NC2CCCc3ccccc32)cc(OC)c1OC (configuration not stated)
Screen / compound no. | 33 | 34 | 35 | 36 | 37 | 38 | 39 | 40 | 41 | 42 | 43
SUMO1 PPI mod | 2 | 15 | -4 | 0 | -9 | 11 | 3 | -2 | -6 | 0 | 3
LMPTP block | -0.1 | 0.0 | 0.1 | -1.6 | -1.0 | 1.4 | 0.8 | 0.5 | -2.5 | -0.1 | 0.2
STEP inh | -3 | 3 | -1 | 1 | 1 | 1 | 2 | 0 | 0 | 0 | -3
Rin1 Abl inh | 1 | -1 | 2 | -2 | 1 | 1 | 3 | 0 | 0 | 3 | 0
DNMT1 block | -1 | -1 | 24 | -2 | 1 | 8 | -1 | 0 | 0 | 0 | -2
Neddyl block | i | i | i | i | i | i | i | i | i | i | i
CSN inh | -15 | -2 | -2 | 1 | 1 | -5 | 1 | -6 | 1 | -7 | 4
Scp-1 inhibitor | -1 | -12 | -4 | 4 | -5 | -5 | -4 | 3 | -6 | 1 | -11
Rpn11 block | i | i | i | i | i | i | i | i | i | i | i
NadD block | -5 | 5 | -3 | 2 | 2 | 0 | 4 | -1 | 2 | 7 | -9
